miR-122 sensor: miR-122 inhibition in Huh7 cells. activation (reporter increase), % at 12.5 µM. Huh7 miR-122 Renilla luciferase sensor, 48 h; neutral wells = 0, positive control = 100. 0.3% of 340,000 active;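 active = mean replicate activation score at least 90 and every replicate individually at or above 90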;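 also: higher luciferase means less miR-122 activity so hits act as miR-122 inhibitors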
E-sel inducer: induces E-selectin expression in human endothelial cells | HUVEC E-selectin immunofluorescence imaging; normalized: neutral wells 0, TNF-alpha wells 100 | 0.37% of 260,000 active | P16581 | activation, % at 7.58 µM;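 active = mean E-selectin-positive cell signal at least 10% of the positive control, reached in at least 60% of replicates, without over 20% cell loss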;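 also: in these data hits start at about 27%; measured in HUVEC primary endothelial cells; signal is the percent of cells scored E-selectin positive by PE staining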
Target sequence (P16581 whole entry, looked up): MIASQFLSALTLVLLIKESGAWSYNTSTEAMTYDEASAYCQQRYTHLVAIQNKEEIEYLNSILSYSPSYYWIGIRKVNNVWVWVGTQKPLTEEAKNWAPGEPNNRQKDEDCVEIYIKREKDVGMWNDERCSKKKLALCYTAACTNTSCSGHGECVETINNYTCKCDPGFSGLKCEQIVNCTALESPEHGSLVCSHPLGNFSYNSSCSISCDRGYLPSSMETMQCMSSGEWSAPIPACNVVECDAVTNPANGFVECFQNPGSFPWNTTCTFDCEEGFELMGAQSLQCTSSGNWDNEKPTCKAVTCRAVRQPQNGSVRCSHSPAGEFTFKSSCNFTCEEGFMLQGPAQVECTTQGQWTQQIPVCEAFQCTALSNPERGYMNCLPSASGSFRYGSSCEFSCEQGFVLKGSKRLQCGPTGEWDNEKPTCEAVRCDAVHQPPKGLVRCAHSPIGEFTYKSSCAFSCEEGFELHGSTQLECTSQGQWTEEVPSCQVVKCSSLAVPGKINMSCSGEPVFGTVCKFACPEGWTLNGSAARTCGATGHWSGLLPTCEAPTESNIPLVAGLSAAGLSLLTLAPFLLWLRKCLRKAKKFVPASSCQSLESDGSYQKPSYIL
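Test system – human umbilical vein endothelial cells (HUVEC), E-selectin induction · Input – 3,000 HUVEC seeded per well · Buffer or medium – EGM-2, gelatin · Compound dosing – single-point compound dose · Detection – immunofluorescence imaging · Measure – percent E-selectin-positive cells · Controls – TNF-alpha high, DMSO low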
RAD52 inh: inhibitors of human RAD52 DNA annealing; recombinant RAD52 DNA annealing, FRET fluorescence; inhibition, % at 18.7 µM; 0.46% of 360,000 active;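 active = every replicate showing at least 50% inhibition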
Target sequence (P43351 whole entry, looked up): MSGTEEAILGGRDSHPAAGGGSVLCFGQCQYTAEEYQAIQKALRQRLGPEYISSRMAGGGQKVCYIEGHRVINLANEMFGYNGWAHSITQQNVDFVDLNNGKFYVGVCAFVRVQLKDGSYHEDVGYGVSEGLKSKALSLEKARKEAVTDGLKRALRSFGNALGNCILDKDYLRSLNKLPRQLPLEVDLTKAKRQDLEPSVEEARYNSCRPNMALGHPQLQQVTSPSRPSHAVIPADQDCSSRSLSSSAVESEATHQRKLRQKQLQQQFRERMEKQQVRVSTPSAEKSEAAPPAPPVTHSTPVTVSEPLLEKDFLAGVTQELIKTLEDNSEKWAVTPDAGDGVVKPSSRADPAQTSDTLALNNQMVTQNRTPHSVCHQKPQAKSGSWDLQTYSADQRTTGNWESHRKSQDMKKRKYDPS
RAD54 inh: inhibitors of human RAD54 branch migration; Q92698; RAD54 Holliday junction branch migration, FAM/BHQ fluorescence; inhibition, % at 10.4 µM; 0.14% of 360,000 active; AID 602329;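 active = mean normalized replicate activity at least 40 and at least half of replicates scoring 40 or more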;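 also: 0% = median of neutral control wells and 100% = median of positive control wells; inhibitors cause a drop in the FAM fluorescence signal; in these data hits start at about 50%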
Cneo AK release: Cryptococcus neoformans lysis via adenylate kinase release; C. neoformans lysis, adenylate kinase release luminescence, 4 h; normalised: neutral wells 0, clomiphene wells 100; lysis activity, % at 15 µM; 0.2% of 360,000 active; AID 651654;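 active = mean lysis activity across replicates of at least 80%, whatever share of replicates individually reach that level; inactive = mean lysis activity below 80%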
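Material: C. neoformans cells | Amount: Yeast cell density of 5 × 10^6 cells/mL | Medium: Fresh YPD growth medium | Dosing: Single dose | Times: Static 4 h at 37 °C with compound, 1 h detection | Detection: AK luminescence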
PglD DTNB: inhibitors of Campylobacter jejuni PglD acetyltransferase. purified PglD enzyme, DTNB colorimetric CoA detection. inhibition, % at 12.5 µM. AID 602405. 0.098% of 360,000 active; in the data active = inhibition above about 16%, passing the limit was not always enough; also: strong numbers were not always called active
PGC1a acetyl inh: modulators of PGC1a acetylation. U2OS PGC1a acetylation, AlphaScreen anti-acetyl-lysine; with virally co-expressed GCN5 acetyltransferase. inhibition, % at 15.6 µM. 0.17% of 350,000 active;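 active = every replicate shows inhibition of at least 40%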;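 also: 0% = neutral control wells and 100% = positive control wells; some results beyond the cut were filed as inactive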
ERAP1 inh: inhibitors of human ERAP1 aminopeptidase; recombinant ERAP1, Leu-AMC fluorescence, 60 min; inhibition, % at 10.7 µM; 0.15% of 340,000 active; AID 652197;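 active = mean replicate inhibition of at least 30%, or all replicates individually reaching that 30% level; inactive = mean below 30% and not every replicate reaching it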;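 also: 0% = neutral control wells and 100% = L-leucinethiol positive control wells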
Starred values were filed as active, the others as inactive; nt = no result given; [ ] = remark or other dose.

SMILES	miR-122 sensor	E-sel inducer	RAD52 inh	RAD54 inh	Cneo AK release	PglD DTNB	PGC1a acetyl inh	ERAP1 inh
CCc1nc2ccc(Cc3ccc4nc(CC)[nH]c4c3)cc2[nH]1	-10	nt	-9	5	-2	3	-8	-5
O=C(O)c1ccc(S(=O)(=O)N2CCC(NC(=O)C3CCCCC3)CC2)cc1	-4	-0.2	-2	nt	nt	nt	-9	-2
CCCCOc1ccc(Nc2nc(C)cc(C)c2C#N)cc1	25	nt	nt	-2	-1	-8	-5	nt
Cc1cccc(C)c1NC(=S)NCCc1ccc(O)c(O)c1	-4	-0.1	-10	-11	-2	2	2	8
CCOc1cc(S(=O)(=O)n2ccnc2)ccc1Br	-5	nt	-12	nt	nt	nt	13	-2
Cn1cnnc1SCC(=O)Nc1cccc(C(=O)O)c1	-6	nt	-8	4	-1	0	nt	-2
O=C(OCC(=O)N1CCC(Cc2ccccc2)CC1)c1cc(Cl)ccc1O	1	-0.9	-13	3	1	7	5	-4
O=C(NCCN1CCNCC1)c1ccccn1	-2	nt	nt	-5	1	0	3	nt
CCOc1ccccc1CN1CCNC(=O)C1CC(=O)NCCc1ccccn1 (stereo not given)	-11	-1.3	-23	4	0	5	1	-1
Cc1ccc(C)c(N2C(=O)CC(Cc3ccc(Br)cc3)C2=O)c1 (stereo not given)	2	0.0	7	3	2	-6	4	2
CCCC#Cc1ccc2c(c1)O[C@@H](CN(C)Cc1ccc3c(c1)OCO3)[C@@H](C)CN([C@H](C)CO)S2(=O)=O	60[16.7 µM]	0.0	13	10	3	1	-57	1
CN(C)C(=O)C[C@H]1CC[C@@H](NC(=O)c2ccc(F)cc2)[C@H](CO)O1	2[16.7 µM]	-0.1	3	2	-5	-3	0	1
C[C@@H]1CCCCO[C@@H](CN(C)S(=O)(=O)c2ccc(Cl)cc2)[C@H](C)CN([C@@H](C)CO)C(=O)c2cc(NC(=O)CCC(F)(F)F)ccc2O1	0[16.7 µM]	0.2	22	1	5	1	3	3
COc1cccc(NC(=O)N2CCC(NC(=O)C3CCCCC3)CC2)c1	0	-0.2	-10	-5	1	-3	-4	-1
COc1ccc(OC)c(C2C(C(=O)O)c3ccccc3C(=O)N2C)c1 (stereo not given)	-1	nt	nt	9	-1	2	-3	nt
CC1CCCC(C)N1S(=O)(=O)c1ccc(S(=O)(=O)N2CCOCC2)cc1 (stereo not given)	-8	0.3	7	nt	nt	nt	5	nt
CNC(=O)c1ccsc1NC(=O)CS(=O)(=O)c1ccc(Cl)cc1	-7	nt	-7	-3	1	1	1	1
Cc1onc(-c2ccccc2)c1C(=O)OCC(=O)Nc1ccccc1Cl	-5	2.6	5	-8	12	3	-6	3
O=C(c1cc(-c2ccc(F)cc2)on1)N1CCN(c2ccc(F)cc2)CC1	-19	nt	-2	17	-2	-1	-7	1
O=C(CSc1nc2cc([N+](=O)[O-])ccc2n1-c1ccc(F)cc1)NC1CCS(=O)(=O)C1 (stereo not given)	1	nt	nt	4	-2	-1	-8	nt
Cc1cc(C(=O)COC(=O)c2ccc[nH]c2=O)c(C)n1C	1	nt	-5	-2	-2	-8	-4	-2
O=C(Nc1nnc(CCc2ccccc2)s1)c1ccccc1	-5	nt	-24	-7	1	-2	0	0
Cc1nc2ccccn2c1P(=O)(N1CCCCC1)N1CCCCC1	4	nt	nt	-9	1	6	0	nt
Cc1nc2sccn2c(=O)c1S(=O)(=O)NCc1ccccc1Cl	9	1.2	10	-8	0	4	-5	nt
CCCCNC(=O)CN(c1cccc(Br)c1)S(C)(=O)=O	-4	nt	nt	2	0	10	0	nt
C[C@H]1CN([C@@H](C)CO)C(=O)c2cc(Br)cnc2O[C@H]1CN(C)Cc1cccc(F)c1	7[16.7 µM]	87*	-6	-7	-4	2	5	1
COc1cccc(OC)c1OCCCCN1CCC(Cc2ccccc2)CC1	nt	7.9	-7	nt	nt	nt	-4	-9
O=C(O)C1Cc2ccccc2-c2ccccc2C1	-4	0.3	-1	-11	2	9	0	-8
COc1ccc2[nH]c3c(c2c1)CCN1C(=O)C(CC(=O)NCCCn2ccnc2)C[C@H](C(=O)N(C(C)C)C(C)C)[C@@]31C (stereo not given in full)	-1	2.6	0	-6	7	-2	4	nt
CS(=O)(=O)N1CCCCN2[C@H](CO)[C@H](c3ccc(-c4cccc(C#N)c4)cc3)[C@@H]2C1	-2[16.7 µM]	-0.2	-18	8	-3	-3	12	-1
CC1CCCCC12NC(=O)N(CC(=O)NCc1ccccc1Cl)C2=O (stereo not given)	-1	-0.1	-8	-6	1	4	-8	2
COc1cccc(NC(=O)N(C)C[C@@H]2Oc3cc(C#Cc4ccc(F)cc4)ccc3S(=O)(=O)N([C@H](C)CO)C[C@@H]2C)c1	1[16.7 µM]	0.5	2	-8	-1	4	-28	2
C[C@@H]1CN([C@@H](C)CO)C(=O)c2cc(NC(=O)C3CCCCC3)ccc2O[C@@H]1CN(C)C(=O)Nc1ccc(C(F)(F)F)cc1	-1[16.7 µM]	1.6	-6	1	0	5	0	1
O=C(CCNS(=O)(=O)c1ccc(OC(F)(F)F)cc1)N1CCN(C/C=C/c2ccccc2)CC1	-10	-1.2	-3	-10	2	-3	nt	3
CN(C)c1ccc(NC(=O)CSc2nnc(-c3ccco3)c(-c3ccco3)n2)cc1	-3	nt	-14	-4	0	-3	nt	3
CN(C)CCCN(C(=O)c1ccc(Br)s1)c1nc2cc3c(cc2s1)OCO3	5	0.9	39	29	-1	4	-11	1
O=C(O)CCCCCNS(=O)(=O)c1ccc2c3c(cccc13)C(=O)N2	8	nt	-9	-9	-2	-2	10	-48
CCC(=O)N1C[C@H](C)[C@H](OC)CN(C)C(=O)c2ccc(NC(=O)Nc3cccc(F)c3)cc2OC[C@@H]1C	-1[16.7 µM]	-0.1	2	-3	3	1	-2	0
C[C@H]1CN([C@@H](C)CO)C(=O)c2cc(NC(=O)Nc3cccc4ccccc34)ccc2O[C@H]1CN(C)C(=O)Nc1ccc2c(c1)OCO2	4[16.7 µM]	0.2	-4	-2	1	1	-5	4
COc1ccccc1C(=O)NNC(=O)c1ccccc1Br	7	0.3	0	0	0	3	-2	0
COc1ccc(OC)c(C(O)c2ncc(-c3cccc4ccccc34)[nH]2)c1 (stereo not given)	13	1.2	-32	-1	-15	2	1	0
O=C(Nc1ncc2c(n1)-c1ccccc1OC2)c1ccc(Cl)cc1	-8	nt	nt	4	0	-2	-8	nt
O=C(NNC(=O)C1CCN(Cc2cccc(F)c2)CC1)c1cccc(Cl)c1	-4	nt	nt	1	-1	-7	-17	nt
C[C@@H]1CN([C@@H](C)CO)C(=O)Cc2cc(NC(=O)C3CC3)ccc2O[C@H]1CN(C)S(=O)(=O)c1ccc(F)cc1	2[16.7 µM]	-0.3	1	-5	-6	12	-1	2
CC(C)NC(=O)N[C@H]1CC[C@@H](CC(=O)O)O[C@@H]1CO	9[16.7 µM]	-0.2	-1	3	2	5	3	1
COc1ccc2c(c1)cc1n2CCN=C1NN	10	nt	nt	22	-5	-3	-10	nt
CC(O)(c1ccncc1)c1nc(-c2cccc(C(F)(F)F)c2)cs1 (stereo not given)	-7	-0.8	-1	-3	-4	0	5	0
O=C(NCc1ccccc1)c1ccc(COCC(F)(F)F)o1	0	nt	1	-13	5	7	0	-2
O=C(Nc1cc(F)ccc1F)N[C@@H]1CC[C@@H](CCn2cc(C3CCCCC3)nn2)O[C@@H]1CO	nt	0.0	-1	5	-10	-3	-2	-1
C[C@H](CO)N1C[C@H](C)[C@H](CN(C)C(=O)Nc2ccc3c(c2)OCO3)Oc2ccc(NC(=O)Nc3ccc(F)cc3)cc2C1=O	3[16.7 µM]	-0.6	9	nt	nt	nt	8	-12
O=C(c1cccc(NS(=O)(=O)c2ccccc2)c1)N1CCN(c2ccccc2)CC1	4	0.3	-6	1	9	0	nt	-2
CC1Sc2ccc(S(=O)(=O)N3CCC(C(=O)NCc4ccc(Cl)cc4)CC3)cc2NC1=O (stereo not given)	-2	-0.9	-15	3	5	-4	1	-1
CC(C)CC1NC(=O)c2cccnc2-n2c1nc1ccccc1c2=O (stereo not given)	3	-0.2	-3	-6	-1	-9	nt	-2
CCN1CCc2nc(NC(=O)c3cc(F)c(F)cc3Cl)sc2C1	nt	6.5	-17	nt	nt	nt	6	-3
N#Cc1cccc(C(Br)S(=O)(=O)c2ccccc2)c1 (stereo not given)	-1	-0.2	-10	3	-1	0	1	-3
C[C@H]1CCCCO[C@@H](CN(C)Cc2ccc3c(c2)OCO3)[C@@H](C)CN([C@@H](C)CO)C(=O)c2cc(NC(=O)Cc3ccccc3)ccc2O1	-6[16.7 µM]	0.0	nt	-3	47	2	-5	nt
O=C(CCc1nnc2n(Cc3ccc(F)cc3)c(=O)c3ccccc3n12)NCCN1CCOCC1	1	-0.1	-8	-8	-2	0	12	nt
Cc1cc(/C=N\NC(=O)CC(=O)NC2CCCCC2)c(C)n1-c1ccc(Cl)cc1	-2	nt	4	nt	nt	nt	7	4
Cc1cc(C)n(-c2cc(N3CCN(S(=O)(=O)c4ccc(Cl)cc4)CC3)ccc2[N+](=O)[O-])n1	-2	nt	-7	11	1	-2	nt	5
COc1ccccc1NC(=O)c1nnn(Cc2ccccc2)c1NC(=O)C(F)(F)F	4	nt	nt	-5	-1	-5	-40	nt

Among those listed so far, 4 contain an NH in an aromatic ring.
SMILES	miR-122 sensor	E-sel inducer	RAD52 inh	RAD54 inh	Cneo AK release	PglD DTNB	PGC1a acetyl inh	ERAP1 inh
CCc1nc2ccc(Cc3ccc4nc(CC)[nH]c4c3)cc2[nH]1	-10	nt	-9	5	-2	3	-8	-5
Cc1cc(C(=O)COC(=O)c2ccc[nH]c2=O)c(C)n1C	1	nt	-5	-2	-2	-8	-4	-2
COc1ccc2[nH]c3c(c2c1)CCN1C(=O)C(CC(=O)NCCCn2ccnc2)C[C@H](C(=O)N(C(C)C)C(C)C)[C@@]31C (stereo not given in full)	-1	2.6	0	-6	7	-2	4	nt
COc1ccc(OC)c(C(O)c2ncc(-c3cccc4ccccc34)[nH]2)c1 (stereo not given)	13	1.2	-32	-1	-15	2	1	0

Next entries follow:
SMILES	miR-122 sensor	E-sel inducer	RAD52 inh	RAD54 inh	Cneo AK release	PglD DTNB	PGC1a acetyl inh	ERAP1 inh
Cc1ccc(Cl)cc1N1CCN(C(=O)COc2ccc3c(c2)CCC3)CC1	-4	0.0	-19	8	0	nt	-17	-1
CCOC(=O)c1ccccc1NC(=O)Cn1cnc2c(oc3ccccc32)c1=O	-2	nt	nt	0	-1	-6	6	nt
O=C(c1ccccc1)c1cccc2ccccc12	-9	nt	-5	nt	nt	nt	-2	-10
CO[C@@H]1CC[C@@H]2CCOc3ccc(C#N)cc3C(=O)N(C)C[C@H](c3ccccc3)CC(=O)N(C)C[C@@H]1O2	nt	-0.1	2	6	1	2	nt	nt
CN(C)C(=O)c1cccc(-c2ccc([C@@H]3[C@@H](CO)N4C(=O)CN(C(=O)Cc5ccccc5)C[C@H]34)cc2)c1	nt	-0.1	-10	nt	nt	nt	10	-2
CCc1noc(C)c1C(=O)NCCc1ccc(F)cc1	nt	nt	1	-3	-4	-2	nt	-2
COC(=O)Cn1c(O)c(N=NC(=O)CNC(=O)COc2cccc(C)c2)c2ccccc21	4	nt	-6	-12	0	2	-1	-2
CNC(=O)c1nnn(Cc2ccccc2)c1NC(=O)C(F)(F)F	0	nt	nt	-3	0	2	-1	nt
C/C=C/C=C\C(=O)Nc1cccc(C2=NOC3(C2)C[C@H](C(N)=O)N(C(=O)/C=C/C)C3)c1 (stereo not given in full)	nt	-0.1	-36	-10	-2	-8	nt	-2
Cc1cc(C)c(NC(=O)Cn2ncc3ccccc32)c(C)c1	-4	-0.3	-7	-7	1	-4	2	2

Compound activity from PubChem.
